Source: PubChem
ER stress surv – ER stress cell death inhibition; hit rate 0.33% among 48,000; relative survival (cellular ATP), % at 15 µg/mL (by protocol); AID 1010; CSM14.1 thapsigargin ER stress survival, ATP luminescence;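 active = survival measured by cellular ATP above 50% at 15 µg/ml in the first screen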;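 also: cell death triggered by about 15 µM thapsigargin; ATP read 24 h after thapsigargin was added; plate controls were thapsigargin with DMSO for no effect and DMSO without thapsigargin for full effect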
An asterisk follows results filed as active; & = joins results of further samples.

smiles | ER stress surv
O=C(CN(c1cccc(Cl)c1)S(=O)(=O)c1ccccc1)N/N=C/c1cccnc1 | 7.0
COC(=O)c1ccc(C(=O)OC)c(NC(=O)COc2ccccc2Cl)c1 | 7.3
CC(=O)Nc1ccc(NC(=O)Cc2ccc(Cl)cc2)cc1 | 4.5
O=C(Oc1ccc(/C=N/NC(=O)C(O)c2ccccc2)cc1)c1ccccc1Cl (stereo not drawn) | 10.8
Cc1ccc(C(=O)Oc2ccc(/C=C3\SC(N)=NC3=O)cc2)cc1 | 3.2
O=C(/C=C/c1cc(Br)cs1)Nc1cccc2ncccc12 | 6.2
CC(=O)Nc1ccc(S(=O)(=O)Nc2ccc(S(=O)(=O)N3CCCCC3)cc2)cc1 | -2.4
COc1cccc(C(=O)Oc2ccc3c(C)cc(=O)oc3c2)c1 | 8.8
COc1ccc(NS(=O)(=O)c2ccc(OC)c(OC)c2)cc1OC | 8.6
O=C(N/N=C/c1cccc([N+](=O)[O-])c1)c1cc(C2CC2)[nH]n1 | 8.2
COc1ccccc1/C=N\Nc1nc(-c2ccccc2)cc(-c2ccccc2)n1 | 7.9
CCOc1ccc(NC(=O)c2c(NC(=O)CC)sc3c2CCC(C)C3)cc1 (stereo not drawn) | 9.7
COc1ccc2nc(Nc3nc4ccccc4c(=O)[nH]3)nc(C)c2c1 | -7.0
Cc1ccc(-c2cc(-c3ccccc3O)nc(NN)n2)cc1 | -1.3
COC(=O)c1c(-c2ccc(OC)cc2OC)csc1N | 14.9
O=C(NN1CCOCC1)c1cc(-c2ccccc2)nc2ccccc12 | 8.1
COc1ccc(-n2cnc(N)c2C(=O)c2cccc([N+](=O)[O-])c2)cc1 | 1.7
O=C(Nc1ccc(Cl)cc1)c1cc2ccccc2cc1O | -7.4
CC(=O)Nc1ccc(C2=N/C(=C/c3ccc(Br)cc3)C(=O)O2)cc1 | 7.0
O=C(Cn1c(=O)n(CC(=O)NCc2ccccc2)c2ccccc21)NCc1ccccc1 | 4.7
COc1ccc(N2C(=O)NC(=O)/C(=C/c3cccc(OCc4ccccc4F)c3)C2=O)cc1 | 3.3
COC(=O)c1cccc(NC(=O)COc2ccc(Cl)cc2)c1 | 5.6
C=CCC(Nc1ccccc1)C12C=CC(O1)C(C(=O)OC)=C2C(=O)OC (stereo not drawn) | -1.1
CCOC(=O)c1ccccc1N/C=C(\C#N)C(=O)NCc1ccccc1 | 7.7
CCOC(=O)c1c(-c2ccccc2)oc2cc(Br)c(O)cc12 | 0.7
COc1cc(C(=O)Nc2cccc3nsnc23)cc(OC)c1OC | 1.4
CCC(=O)CC(O)(c1ccccc1)C(F)(F)C(F)F (stereo not drawn) | -0.5
COc1ccc(NC(=O)CN(c2cccc([N+](=O)[O-])c2)S(=O)(=O)c2ccccc2)c(OC)c1 | -1.1
O=C(Nc1cccc(C(F)(F)F)c1)c1cc2c(ccc3ccccc32)oc1=O | 2.3
Cc1ccc(C)c(N2C(=O)C3C(C2=O)N2CCCN2C3c2ccccc2)c1 (stereo not drawn) | -3.3
CN1C(=O)/C(=C/c2cc([N+](=O)[O-])ccc2O)SC1=S | 6.0
O=C(/C=C/c1ccccc1Cl)c1c(-c2ccccc2)c2cc(Cl)ccc2[nH]c1=O | -1.3
COc1ccc(C(=O)N2CCN(c3ccccc3)CC2)cc1OC | 11.1
Cc1c(OCc2ccc([N+](=O)[O-])cc2)ccc2c3c(c(=O)oc12)CCCC3 | 5.6
CCOC(=O)c1c(-c2ccccc2)oc2cc(Br)c(OCC)cc12 | 2.3
O=C(c1cccc(Br)c1)N1N=C(C(F)(F)F)CC1(O)c1ccc(Cl)cc1 (stereo not drawn) | -6.8
Cc1nc(C)c(-c2csc(Nc3ccc(O)cc3)n2)s1 | 2.4
COc1cc(OC)c(-c2nc3sc4c(c3c(=O)[nH]2)CCCC4)cc1Br | 9.0
Cc1ccc2nc(-c3ccc(NC(=O)c4ccccc4-c4ccccc4C(=O)O)cc3)sc2c1 | 3.0
O=C(CCCSc1nc2sc3c(c2c(=O)[nH]1)CCCC3)NCCCO | 8.6
O=C1/C(=C\c2ccc(O)cc2)SC(=S)N1c1cccc(C(F)(F)F)c1 | 6.6
CCOc1ccc(/C=N/N2CCN(c3ccccc3OC)CC2)cc1OC | 5.2
CCOC(=O)c1cc(-c2ccc(N)cc2)nc2ccc(Br)cc12 | 3.8
Cc1c(NC(=O)c2ccc(Br)o2)cccc1-c1nc2ccccc2s1 | -0.5
C/C(CC(=O)Nc1cccc(F)c1)=N\NC(=O)c1ccc(O)cc1O | -1.3
O=C(NCCOc1ccccc1F)c1ccc(Br)cc1 | 5.9
COc1cc(/C=N/NC(=O)c2sc(N)nc2C)ccc1O | -1.5
O=C(Nc1cc(Cl)c(Cl)cc1Cl)c1ccccc1[N+](=O)[O-] | 0.5
COc1ccccc1OCC(=O)NCc1ccc2c(c1)OCO2 | 9.8
N#C/C(=C/c1ccc(I)o1)C(=O)Nc1ccccc1Cl | -3.0

Remaining list, next part:
smiles | ER stress surv
COc1ccc(C2(C)SC(NC(C)=O)=NN2C(C)=O)cc1 (stereo not drawn) | 4.4
CC(C)(C)c1cc(Br)ccc1OCC(=O)Nc1ccccc1Cl | 9.6
COc1ccccc1OCCOc1ccc(Br)cc1/C=N/n1cnnc1 | 14.5
Cc1ccc(N(CC(=O)Nc2cccc3ccccc23)S(=O)(=O)c2ccc(F)cc2)cc1 | 5.2
O=C1N=C(N2CCOCC2)S/C1=C\c1ccoc1 | -0.1
COc1ccccc1NC(=O)c1ccc(CN(c2ccc(C)c(C)c2)S(C)(=O)=O)cc1 | 24.6
COc1ccc(C/C(O)=C(\C#N)c2nc3ccccc3[nH]2)cc1 | 0.1
O=Cc1ccccc1OCc1ccc(I)cc1 | -1.3
O=C(Nc1ccccc1F)c1ccco1 | 8.3
COc1ccc(N=Cc2sccc2C)c([N+](=O)[O-])c1 | 3.7
O=C(CSc1nc2ccccc2c(=O)n1-c1ccccc1)Nc1ccc(F)cc1 | 1.6
CCc1ccc(NCCC(=O)c2ccc(Cl)c(Cl)c2)cc1 | 6.7
Cc1n[nH]c(C)c1CCCCCOc1ccc(F)cc1 | -10.4
COc1ccc(S(=O)(=O)n2nnc3ccccc32)cc1OC | 10.0
COc1ccc(/C=C2\C(=O)ON=C2C)cc1 | -1.4
Cc1cccc(Nc2cc(=O)[nH]c(=O)[nH]2)c1 | 0.0
COc1ccc(N(C(C)C(=O)O)S(C)(=O)=O)cc1 (stereo not drawn) | 7.9
O=C(N/N=C/c1ccc(Cl)cc1Cl)c1c[nH]c2ccccc12 | 15.5
Cc1ccc(/C=C/C(=O)N2CCN(c3ccc([N+](=O)[O-])cc3)CC2)o1 | 7.8
CCOc1ccc(N(CC(=O)Nc2cc(C)ccc2C)S(=O)(=O)c2ccc(SC)cc2)cc1 | -0.4
COc1cc(OC)cc(C(=O)Nc2cc(C34CC5CC(CC(C5)C3)C4)ccc2C)c1 | 5.4
COc1ccc(OC)c(N(CC(=O)Nc2cccc(C(F)(F)F)c2)S(C)(=O)=O)c1 | 1.3
CC(C)C(NC(=O)C12CC3CC(CC(C3)C1)C2)C(=O)N/N=C/c1ccccc1C(F)(F)F (stereo not drawn) | 3.9
CCCOc1cccc(C(=O)Nc2ccc(Cl)cn2)c1 | 7.1
Cn1c(=O)cc2c3c(c(N)ccc31)C(=O)c1ccccc1-2 | -6.9
CNC(=O)/C(=C\c1ccc(Cl)cc1)NC(=O)c1ccccc1 | 3.4
Cc1ccc(/C=N/n2c(C)nnc2C)cc1 | 1.8
O=C(Nc1ccc(Oc2ccccc2)cc1)c1ccco1 | 3.1
CC(C)CC(=O)N1CCN(Cc2c[nH]c3ccccc23)CC1 | 4.0
O=C(O)c1cc(NC(=O)c2ccc3c(c2)C(=O)N(N2C(=O)c4ccccc4C2=O)C3=O)cc(C(=O)O)c1 | 1.8
Cc1c(C(=O)OC(C)C)sc(NC(=O)C2CC2c2ccccc2)c1C#N (stereo not drawn) | 10.4
COc1cc(C=O)c(OC)cc1Br | -1.7
O=c1cc(-c2ccc(Br)cc2)oc2ccccc12 | -2.8
Cn1c(O)c(C=NC(C)(CO)CO)c(=O)n(C)c1=S | 7.0
C/C(=N\NC(=O)COc1ccccc1[N+](=O)[O-])c1ccc(Br)cc1 | 7.2
COc1ccc(CNC(=O)c2cccc(N(C)C)c2)cc1 | 4.1
Cc1ccc(-c2nc3cc(Cl)ccc3o2)cc1NC(=O)c1ccc(Br)o1 | 5.9
CN(C)c1ccc(C2N(C)c3ccccc3N2C)cc1 | -10.7
CCOC(=O)C1=C(N)OC2=C(C(=O)CCC2)C1c1ccc(C)cc1C (stereo not drawn) | 3.6
CC1(C)CC(=O)C(=Cc2cn(-c3ccccc3)nc2-c2ccccc2)C(=O)C1 | 9.6
N/C(=N/N=C\c1cccc(O)c1)c1ccccn1 | -9.9
COC(=O)C1=C(O)/C(=C\c2ccc(C(=O)O)cc2)N=C1C | -1.0
O=C(NCCCO)c1cccc([N+](=O)[O-])c1 | 7.8
C/C(C=NN1CCN(Cc2ccccc2)CC1)=C\c1ccccc1 | 11.4
C=CCn1c(-c2ccccc2)n[nH]c1=S | 6.6
COc1cc(/C=N/n2cnnc2)cc(OC)c1O | 10.8
COc1ccc(OC)c(/C=C2/C(=O)NN(c3ccc(C)cc3)C2=O)c1 | 2.8
CSc1ccc(C2CC(=O)Nc3c2cc(Br)c2ccccc32)cc1 (stereo not drawn) | 0.4
COc1cc(C2CC(=O)NC(SCc3ccccc3)=C2C#N)ccc1O (stereo not drawn) | 6.9
N#Cc1c(NC(=O)c2ccc(S(=O)(=O)c3ccccc3)cc2)sc2c1CCCC2 | -2.3

More compounds
smiles | ER stress surv
O=C(O)C(Cc1c[nH]c2ccccc12)NS(=O)(=O)c1ccc([N+](=O)[O-])cc1 (stereo not drawn) | -5.1
CC1(C)OC(=O)CC1C(=O)NCc1ccccc1 (stereo not drawn) | 11.5
COc1ccccc1-n1cnc2cc(Nc3nnc(C)c4ccccc34)ccc21 | -8.1
O=C1CC(c2cc([N+](=O)[O-])ccc2Cl)c2cc(Br)c3ccccc3c2N1 (stereo not drawn) | -3.8
COc1ccc(N(CC(=O)Nc2cc(C)ccc2C)S(=O)(=O)c2ccc(C)cc2)cc1 | 9.4
COc1ccc(NC2CC(O)C(CO)O2)c([N+](=O)[O-])c1 (stereo not drawn) | 1.8
CC1(C(=O)O)CCC(C(=O)Nc2cccc(F)c2)C1(C)C (stereo not drawn) | 10.1
Cc1ccc(OC(=O)C23CC4CC(CC(C4)C2)C3)c(C)n1 | -1.6&0.5
Cc1ccc(/C=C2\SC(=Nc3cccc(Cl)c3C)NC2=O)cc1[N+](=O)[O-] | -3.9
O=C(Nc1ccccc1O)c1cc(S(=O)(=O)N2CCCCC2)ccc1Cl | -2.4
O=C(c1ccc(Cl)cc1)c1ccc2c(c1)OCCCO2 | 19.3
O=C(Nc1ccc(Oc2ccccc2)cc1)c1cc(S(=O)(=O)N2CCOCC2)ccc1Cl | 5.0
CS(=O)(=O)N(CC(=O)Nc1ccccc1)c1ccc(Oc2ccccc2)cc1 | 8.2
CC(=O)c1ccc(NC(=O)c2ccccc2C)cc1 | 7.3
O=C1c2cccc3cccc(c23)C(=O)N1Nc1ccc([N+](=O)[O-])cc1 | 9.4
CN1CCN(C(=O)c2ccccc2NC(=O)CCN2C(=O)c3ccccc3C2=O)CC1 | -4.1
O=C(Nc1ccccc1O)c1ccc(Oc2ccc(C(=O)Nc3ccccc3O)cc2)cc1 | 0.4
CCC(=O)Oc1ccc2c(C(F)(F)F)cc(=O)oc2c1 | -4.6
Nc1sc2c(c1C(=O)Nc1cccc3ccccc13)CCC2 | 8.2
COc1ccc(N2C(=O)/C(=C/c3ccc(OCC(=O)O)c(OC)c3)C(=O)NC2=S)cc1 | 0.8
COc1ccc(C2Nc3ccccc3C(=O)N2Cc2ccco2)cc1OC (stereo not drawn) | -2.8
O=C(CN1CCOCC1)Nc1nc2ccccc2s1 | -4.6
Cc1cccc(C)c1NC(=O)CCCOc1ccccc1 | 8.9
Cc1ccc(N(CC(=O)Nc2cccnc2)S(=O)(=O)c2ccc(F)cc2)cc1 | -1.3
Cc1ccc(S(=O)(=O)/N=C(\N)Nc2nc3ccccc3o2)cc1 | 5.1

Sorted by number of heavy atoms (smallest number first): some entries from above.
smiles | ER stress surv
COc1ccc(/C=C2\C(=O)ON=C2C)cc1 | -1.4
Cn1c(O)c(C=NC(C)(CO)CO)c(=O)n(C)c1=S | 7.0
N#C/C(=C/c1ccc(I)o1)C(=O)Nc1ccccc1Cl | -3.0

(next part)
smiles | ER stress surv
COC(=O)c1cc(NC(=O)/C=C/c2ccc(Cl)cc2Cl)cc(C(=O)OC)c1 | 8.2
COc1ccccc1/C=C/C=N/NC(=O)CSc1nc2ccccc2n1C | 9.0
Cc1cc(=O)[nH]c(SCCOc2ccc(Cl)cc2)n1 | -0.4
CC(=O)Nc1ccc(NC(NC(=O)c2cccc(I)c2)C(Cl)(Cl)Cl)cc1 (stereo not drawn) | -13.0
CC(Oc1ccc2oc(-c3ccccc3)c(C(=O)O)c2c1)C(=O)O (stereo not drawn) | -0.9
COc1ccc(/C=C2/SC(=O)N(CC(=O)Nc3ccc(C)c(C)c3)C2=O)cc1OC | 9.9
CN1C(=O)NC(=O)/C(=C/c2ccc(-c3cccc(Cl)c3)o2)C1=O | 12.7
O=C(COC(=O)c1ccc2c(c1)OCO2)c1cccc([N+](=O)[O-])c1 | 2.8
O=C(c1cccc(F)c1F)N1CCN(c2cc(N3CCCC3)c(F)cc2[N+](=O)[O-])CC1 | -4.7
CCN(CC)CCCOc1ccc(Cl)cc1C | -2.6
COc1ccc(C)cc1NC(=O)CN(Cc1ccccc1)S(=O)(=O)c1ccc(OC)c(OC)c1 | 8.2
COc1ccc(C2CC(=O)C3=C(C2)Nc2ccccc2NC3c2ccc(F)c(Br)c2)cc1 (stereo not drawn) | 15.1
CC1(C)CC(NC(=O)CC#N)CC(C)(C)N1 | 3.1

Not all compounds are listed; count on the stated rates, not on these rows.
